# Screening data from PubChem.
# OX1R FRET antag – blocks the human orexin 1 receptor | O43613 | OX1R-expressing cells, FRET antagonist read-out | inhibition, % at 6.6 µM | actives 1.8% (n = 330,000) | AID 485270; in the data active means inhibition mostly above about 38%, no sharp cut-off; inactive means mostly below about 40%;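 further: 0% = agonist challenge alone and 100% = reference antagonist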
# Target sequence (O43613 whole entry, looked up): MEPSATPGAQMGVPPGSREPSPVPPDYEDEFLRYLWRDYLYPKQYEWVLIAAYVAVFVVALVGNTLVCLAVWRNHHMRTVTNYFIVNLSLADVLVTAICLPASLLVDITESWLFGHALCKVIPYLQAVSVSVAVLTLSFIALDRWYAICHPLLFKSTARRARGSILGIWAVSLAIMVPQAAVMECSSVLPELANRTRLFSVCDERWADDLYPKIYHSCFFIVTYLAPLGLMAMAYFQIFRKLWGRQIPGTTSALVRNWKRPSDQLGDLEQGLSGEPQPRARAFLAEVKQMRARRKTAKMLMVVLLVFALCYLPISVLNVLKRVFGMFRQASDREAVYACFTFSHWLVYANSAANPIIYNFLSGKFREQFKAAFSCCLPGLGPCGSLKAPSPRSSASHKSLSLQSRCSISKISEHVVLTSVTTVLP
# KCNQ2 block – KCNQ2 channel blockers in CHO-K1 cells – cell-based, FluxOR thallium flux, B-score, primary screen (AID 2156). actives 1.1% (n = 310,000). O88943. B-score at 10 µM. 20 min; active compounds read low;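 active means fluorescence ratio B-score at most minus 3 library SDs, with starting brightness B-score within 2 library SDs, cut at about -5.5 in these data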
# STK33 inh – blocks human STK33 kinase activity; actives 0.073% (n = 320,000); AID 2661; inhibition, % at 10 µM; purified STK33, MBP phosphorylation, ADP-Glo luminescence;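 active means inhibition at or above 25%, using the most active replicate where run in duplicate; inactive means inhibition below 25%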
# Target sequence (Q9BYT3 whole entry, looked up): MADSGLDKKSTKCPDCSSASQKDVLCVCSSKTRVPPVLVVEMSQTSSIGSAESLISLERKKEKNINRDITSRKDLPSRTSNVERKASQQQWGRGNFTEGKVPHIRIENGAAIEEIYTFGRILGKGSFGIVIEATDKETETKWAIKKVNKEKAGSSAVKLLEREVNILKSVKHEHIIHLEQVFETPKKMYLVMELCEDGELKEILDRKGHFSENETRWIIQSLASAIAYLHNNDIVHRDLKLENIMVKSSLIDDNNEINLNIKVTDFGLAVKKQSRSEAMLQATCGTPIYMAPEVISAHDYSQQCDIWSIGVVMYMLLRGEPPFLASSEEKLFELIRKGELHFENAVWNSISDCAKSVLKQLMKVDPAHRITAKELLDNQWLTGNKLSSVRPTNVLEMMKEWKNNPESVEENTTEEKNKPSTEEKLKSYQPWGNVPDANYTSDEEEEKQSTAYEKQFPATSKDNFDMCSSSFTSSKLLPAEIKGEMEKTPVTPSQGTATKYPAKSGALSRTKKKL
# An asterisk follows results filed as active; i = inactive; · = not tested or not shown.
# Fields – OX1R FRET antag, KCNQ2 block, STK33 inh
CCn1cc(C(=O)NCc2cccs2)c(=O)c2cc(S(=O)(=O)N3CCOCC3)ccc21
  6, i, 0.0
O=C(Nc1ccc(Cl)cn1)c1ccc2c(c1)OCCO2
  17, i, 1.2
CCOC(=O)C1=C(C)N(CCCC(=O)O)C(=O)NC1c1cc2ccccc2c2ccccc12 (stereo not given)
  30, i, 0.0
Cc1ccc(S(=O)(=O)N2CCOCC2)cc1NC(=O)COC(=O)C1(C)CC1(Cl)Cl (stereo not given)
  4, ·, -0.4
Cc1cc2c(cc(C(=O)OC(C(=O)NC3CCCCC3)C(C)C)n2C)o1 (stereo not given)
  17, ·, 3.0
CC(Sc1ccccn1)C(=O)NC1CCCC1 (stereo not given)
  6, ·, -0.4
CC(=O)c1ccccc1OCC(O)CN1CCN(c2ccccn2)CC1 (stereo not given)
  8, i, -1.8
CCOC(=O)c1ccc(NC(=O)Nc2cc(C)cc(C)n2)cc1
  42, i, 0.2
CCOc1ccccc1CN1CCC(N2CCC(C(=O)NC3CC3)CC2)CC1
  -2, i, -1.4
Cc1ccc(Nc2nc(C(=O)N3CCC(C(=O)NC(C)C)CC3)cs2)cc1
  6, i, -1.9
CCOC(=O)c1sc(NC(=O)CSc2nnc(C(C)C)n2CC)nc1C
  14, i, -0.6
COc1c(OC(C)=O)ccc(/C=C/c2ccc3ccccc3n2)c1[N+](=O)[O-]
  42*, i, -0.4
CCOc1ccc(Nc2nc(Cc3nnc(SCC(=O)c4ccc(C)c(C)c4)o3)cs2)cc1
  56, i, -2.2
CCCOc1ccc(C(=O)Nc2ccc3c(c2)OCCO3)cc1
  18, i, -0.2
CC1CN(C(=O)CCC(=O)N2CCCCC2)c2cc(Cl)ccc2O1 (stereo not given)
  7, i, -2.3
CCCNC(=O)C1CC(=O)N(c2ccc(OCC(=O)Nc3cccc(C)c3C)cc2)C1 (stereo not given)
  7, i, -0.9
Cc1cc(C)n(CCc2nc(-c3ccc(C)o3)cs2)n1
  15, i, -0.7
CCOC(=O)Cn1c(C)cc(=O)c2cccc(C)c21
  19, i, -2.2
CCC1=NNc2cccc3c(OC)ccc1c23
  13, i, 0.8
O=C1[C@@H]2[C@H](C(=O)N1Cc1ccco1)[C@H]1C=C[C@@H]2C1
  -1, i, -0.4
CCOc1cc(S(=O)(=O)n2cc(-c3ccc(F)cc3)c(N)n2)cc(OCC)c1OCC
  -2, i, 0.1
Cc1c(/C=N/Nc2ccc(F)cc2)c(O)n(C)c(=O)c1C#N
  12, i, 1.0
CC(C)(C)c1ccc2c(c1)OC(C(=O)N/N=C\c1ccncc1)CO2 (stereo not given)
  8, i, 0.3
CC1CCCC(C)N1C(=O)COC(=O)c1cc(F)c(F)cc1Cl (stereo not given)
  3, ·, -1.0
O=C1/C(=N\O)Cc2ccccc21
  15, i, -0.2
CCOc1ccc(CCNC(=O)Cc2nn[nH]n2)cc1OCC
  8, i, -0.2
O=C(CN1C(=O)c2ccccc2C1=O)N1CCCCC1
  15, i, 0.3
Cc1ccc(NC(=O)CSc2nnc(C)c(=O)n2N)c(C)c1
  11, i, -2.5
Cc1ccc(/C=N/N(C)C2=NS(=O)(=O)c3ccccc32)o1
  14, i, -1.7
CN(C(=O)c1ccc(NC(=O)Cc2cccc(NC(=O)C3CCN(C(=O)C4CC4)CC3)c2)cc1)C1CCCC1
  4, ·, -2.0
Cc1ccc(S(=O)(=O)N(C)CC(=O)Nc2ccccc2N2CCCC2)cc1
  4, ·, -1.8
COCCn1c(C)cc(C(=O)CSc2nnc(C3CC3)n2C2CC2)c1C
  2, ·, -0.1
O=C(NCc1ccccc1)C1=C[C@@H](c2coc3ccccc3c2=O)C[C@@H](OCc2ccc(CO)cc2)O1
  6, i, 0.3
Cn1c2c(c3ccccc31)CCSC2=O
  8, i, 2.4
COC(=O)c1c(C)oc2cc(Br)c(OCC(=O)C(C)(C)C)cc12
  10, i, -0.2
Cc1ccc(S(=O)(=O)N2CCN(c3ccnc4cc(Cl)ccc34)CC2)cc1
  31, i, ·
CCOc1ccc2c(c1)nc(NCCCO)n2Cc1ccccc1
  13, i, 0.2
O=C(CN1CCN(C(=O)c2cccc(-n3cnnn3)c2)CC1)Nc1ccccc1Cl
  9, ·, -0.4
Nc1ccc(-c2nc3ccc([N+](=O)[O-])cc3[nH]2)cc1
  12, i, 6.9
CC(C)Cc1ccc(C(C)C(=O)Nc2cccnc2)cc1 (stereo not given)
  20, i, 2.9
CCOC(=O)c1c(CC(C)C)csc1NC(=O)C(C)C
  8, ·, -0.8
COc1cccc(N2CCN(CC(=O)NCc3cccs3)CC2)c1
  16, i, -1.5
CCc1nn(CC(=O)N2CCN(CC)CC2)c(=O)c2cccn12
  6, i, -1.1
CCN(CC)S(=O)(=O)c1ccc(Cl)c(C(=O)Nc2cccnc2)c1
  17, i, -0.4
Cc1ccc(-c2nnc(NCc3ccccc3)c3ccccc23)cc1
  14, i, -0.4
Cc1ccc2nc(-c3cccc(Br)c3)cc(C(=O)NCC3CCCO3)c2c1 (stereo not given)
  6, i, -0.4
O=C(Oc1ccc(-c2nnco2)cc1)c1ccc(F)c(S(=O)(=O)N2CCOCC2)c1
  12, i, 0.0
O=C(Nc1nnc(-c2cccs2)s1)c1cccc(F)c1
  4, i, -0.5
CSCCC(NS(=O)(=O)/C=C/c1ccccc1)C(=O)N1CCC(C)CC1 (stereo not given)
  16, i, -1.1
CC1CC(=O)C2=C(C1)OC(N)=C(C#N)C2c1coc2ccccc2c1=O (stereo not given)
  5, i, 0.3

# Three compounds drawn at random from the list so far:
# Fields – OX1R FRET antag, KCNQ2 block, STK33 inh
O=C(Nc1nnc(-c2cccs2)s1)c1cccc(F)c1
  4, i, -0.5
COc1cccc(N2CCN(CC(=O)NCc3cccs3)CC2)c1
  16, i, -1.5
CCOC(=O)c1c(CC(C)C)csc1NC(=O)C(C)C
  8, ·, -0.8

# Additional records follow.
# Fields – OX1R FRET antag, KCNQ2 block, STK33 inh
Cc1cc(Cl)ccc1OCc1n[nH]c(=S)n1C1CCCCC1
  -8, i, 0.8
CCOC(=O)/C(=C\c1c[nH]c2ccccc12)NC(C)=O
  14, i, -1.6
CCOC(=O)c1[nH]cnc1C(=O)Nc1cccc(N)n1
  15, i, 0.8
Cc1cccc(-n2ccc(=O)c(C(=O)Nc3ccc(S(=O)(=O)N4CCOCC4)cc3)n2)c1
  -1, i, 0.9
Cn1cccc1/C=N/NC(=O)c1cccs1
  13, i, 0.7
COC(=O)C1=C(C)NC(=S)NC1c1ccc(-c2cccc(Cl)c2)o1 (stereo not given)
  19, i, -0.5
CCOC(=O)N1CCN(C(=O)c2n[nH]c(=O)c3ccccc23)CC1
  13, i, 0.1
Cc1ccc(S(=O)(=O)N2CC(O)CC2C(=O)OCc2nc3sc(C)c(C)c3c(=O)[nH]2)cc1 (stereo not given)
  7, i, -0.6
CC1CCN(S(=O)(=O)c2cccc(-c3csc(-c4cccnc4)n3)c2)CC1
  17, i, -1.0
CCCNC(=O)CSc1nc2[nH]ncc2c(=O)[nH]1
  8, i, -1.1
O=C(CSc1nc2c(c(=O)n1-c1ccccc1)SCC2)N1CCN(c2ccccc2)CC1
  -9, i, -0.7
COc1ccc(Cl)cc1NC(=O)NC1CCCCC1
  23, i, 0.0
CC1CN(c2ccnc3cc(Cl)ccc23)CC(C)O1 (stereo not given)
  8, i, -3.2
O=C(NN=C1c2ccccc2-c2ccccc21)c1cccc(Br)c1
  -4, i, -0.7
O=C(/C=C/c1cccs1)c1ccc(NC(=O)c2cccc(Br)c2)cc1
  24, i, -0.1
Cc1ccc(C)c(N2CCN(S(=O)(=O)c3ccc4c(c3)C(C)(C)C(=O)N4C)CC2)c1
  4, i, -0.4
CC(=O)Nc1ccc(Nc2cc(-c3ccccc3)nc3ncnn23)cc1
  23, i, ·
Cc1ccc(NC(=O)Cn2nnc(C(=O)NCc3ccccc3)c2N)cc1C
  2, i, 0.6
O=C(Nc1ccc(N2CCOCC2)cc1)c1nc2ccccc2s1
  14, i, 0.0
NC(=O)N/N=C\c1cccs1
  8, i, -1.0
Cc1ccc(N(C)S(=O)(=O)c2cccc(C(=O)OCC(=O)N3CCCC(C)C3)c2)cc1 (stereo not given)
  4, ·, -1.0
N=C1/C(=C/c2ccc(OC(=O)c3ccco3)cc2)C(=O)N=C2SC=CN12
  6, i, -1.8
O=C1OC[C@@H]2CCCN2C(=O)[C@@H](CC(=O)N(CCO)Cc2ccccc2)C/C=C\CC[C@H]1Cc1ccc(F)cc1
  12, ·, -0.7
COc1ccc(CNC(=O)c2cc(-c3cc(C)cc(C)c3O)n[nH]2)cc1
  16, i, -0.3
Cc1ccc(C)c(N(C)S(=O)(=O)c2ccc3c(c2)oc(=O)n3C)c1
  -1, i, -0.6
COCCNc1nnc(SCC(=O)c2ccc3c(c2)OCO3)s1
  5, i, -4.5
CC(C)OCC(O)CN1CCC(Cc2ccccc2)CC1 (stereo not given)
  9, i, 0.0
Cc1nnc(SCC(=O)Nc2nnc(SCc3cccc(Br)c3)s2)s1
  0, i, -0.5
CC(=O)c1cccc(NC(=O)c2cc(-c3ccncc3)nc3ccccc23)c1
  -4, ·, 0.0
C/C=C/C(=O)OCC(=O)NC(=O)NC(C)C
  32, i, 0.4
COc1ccccc1OCCSc1nnnn1C1CCCCC1
  36, i, -0.7
CC(Oc1ccc2ccc(=O)oc2c1)C(=O)NCCN1CCOCC1 (stereo not given)
  12, i, 1.1
CN(CC(=O)Nc1ccc(Cl)c(C(F)(F)F)c1)C(=O)c1ccc(N2CCOCC2)c([N+](=O)[O-])c1
  10, i, -0.6
COc1cc(/C=N/NC(=O)CCn2c3ccccc3c3ccccc32)ccc1O
  54*, i, 1.8
Cn1nc(C(C)(C)C)cc1C(=O)NCc1ccc(N2CCCC2=O)cc1
  30, i, -0.4
O=C1N=C(N2CCOCC2)S/C1=C\C=C/c1ccccc1
  22, i, 0.2
N#Cc1cn(CC(=O)NCc2cccnc2)c2ccccc12
  2, i, -1.2
CCOC(=O)c1c(C)[nH]c(C)c1S(=O)(=O)N1CCN(c2cccc(C)c2)C(C)C1 (stereo not given)
  1, i, -1.5
Cc1ccc(OCCNC(=O)CCc2nc3sc4c(c3c(=O)[nH]2)CCCC4)cc1
  14, i, -0.7
COc1ccc(CCNC(=O)CSc2nn(-c3ccccc3)c(=S)s2)cc1
  21, i, -0.3
CC[C@@H](C)C(NC(=O)OC(C)(C)C)c1cn([C@@H](Cc2ccc(O)cc2)C(=O)N2CCN(C(=O)OC(C)(C)C)CC2)nn1 (stereo not given in full)
  16, i, 0.4
O=C(Nc1nc2ccccc2s1)c1ccc(OCC2CCCO2)cc1 (stereo not given)
  12, i, 0.5
O=C(CCC(=O)N/N=C/c1cc(Cl)cc(Cl)c1O)NCc1ccccc1
  38, i, -1.2
CC(=O)c1ccc(-c2ccc(C(=O)N(C)c3c(N)n(Cc4ccccc4)c(=O)[nH]c3=O)o2)cc1
  27, i, -0.6
CCNC(=O)N1CCN(C(=O)NCC)CC1
  24, i, 1.1
COc1ccc(/C=N/n2c(-c3cccs3)n[nH]c2=S)cc1
  43, i, 10
NCCCCCC(=O)N/N=C/c1ccc2nccnc2c1
  22, i, 0.6
O=C(Nc1nccs1)c1nc[nH]c1C(=O)NCc1ccccc1
  5, ·, -1.8
COc1ccc(S(=O)(=O)NCc2ccco2)cc1C(=O)N1CCOCC1
  7, i, -1.1
O=C(COc1ccc2ccccc2c1)Nc1nccs1
  10, i, 1.0

# Other structures.
# Fields – OX1R FRET antag, KCNQ2 block, STK33 inh
COc1ccccc1CCNS(=O)(=O)CCNC(=O)c1ccc2c(c1)OCO2
  16, i, ·
CCOC(=O)C1=C(CC)Nc2ccccc2N/C1=N\S(=O)(=O)c1ccc(C(=O)OCC)cc1
  22, i, -1.8
COCCCNC(=O)C1CCN(S(=O)(=O)N(CC(C)C)CC(C)C)CC1
  13, i, -2.1
O=C1CN(C(=O)CSc2nc3ccccc3c(=O)n2Cc2ccc(F)cc2)c2ccccc2N1
  46, i, -0.8
COc1ccc(NC(=O)CSc2nnc(-c3ccccn3)n2N)c(OC)c1
  10, i, -0.1
CCOC(=O)c1c(NC(=O)COC(=O)CNC(=O)c2ccco2)sc(C)c1C
  19, i, 2.9
Fc1ccc(CNCCC(Cc2ccccc2)c2ccco2)cc1 (stereo not given)
  -3, i, -0.8
O=C(OCc1csc(-c2ccccc2)n1)c1ccc(O)cc1
  15, i, -1.6
CCCC(=O)Nc1ccc(OCC(O)CNC(C)C)c(C(C)=O)c1 (stereo not given)
  23, i, 0.2
Cc1noc(C)c1C(=O)N1CCC(C(=O)c2ccc(F)cc2F)CC1
  -3, i, -1.3
CC(=O)Nc1ccc(N2CC(C)(C)C2=O)cc1
  -12, i, -0.2
Cc1ccccc1-n1c(SCC(=O)N2CCC(C(=O)O)CC2)nnc1-c1ccncc1
  18, i, -0.8
Nc1ccccc1C(=O)NCCCN1CCN(c2cccc(Cl)c2)CC1
  16, i, -6.2

# Compound profiles, as listed above.
# Results for CC(=O)Nc1ccc(N2CC(C)(C)C2=O)cc1 → OX1R FRET antag: -12; KCNQ2 block: i; STK33 inh: -0.2
# Results for Cc1ccccc1-n1c(SCC(=O)N2CCC(C(=O)O)CC2)nnc1-c1ccncc1 → OX1R FRET antag: 18; KCNQ2 block: i; STK33 inh: -0.8
# Results for COc1ccc(NC(=O)CSc2nnc(-c3ccccn3)n2N)c(OC)c1 → OX1R FRET antag: 10; KCNQ2 block: i; STK33 inh: -0.1
